Bioassay records (PubChem)
PvdQ inh: blocks Pseudomonas aeruginosa PvdQ acylase activity | purified PvdQ acylase, fluorescence plate reader | inhibition, % at 10 µM | 0.063% of 340,000 active | AID 488965; in the data active = inhibition above about 30%, passing the limit was not always enough;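 also: 0% = vehicle neutral wells and 100% = reference inhibitor wells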
CDK5 inh: inhibitors of human CDK5/p35 kinase; inhibition, % at 10 µM; 0.01% of 330,000 active; Recombinant CDK5/p35, ADP-Glo luminescence, 60 min;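 active = highest replicate inhibition of at least 50% and at least 75% of replicates reaching 50%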;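 also: plate controls were DMSO neutral control for no effect and GW8510 at 10 µM for full effect; many of its hits are not listed in these tables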
Target sequence (Q00535 whole entry, looked up): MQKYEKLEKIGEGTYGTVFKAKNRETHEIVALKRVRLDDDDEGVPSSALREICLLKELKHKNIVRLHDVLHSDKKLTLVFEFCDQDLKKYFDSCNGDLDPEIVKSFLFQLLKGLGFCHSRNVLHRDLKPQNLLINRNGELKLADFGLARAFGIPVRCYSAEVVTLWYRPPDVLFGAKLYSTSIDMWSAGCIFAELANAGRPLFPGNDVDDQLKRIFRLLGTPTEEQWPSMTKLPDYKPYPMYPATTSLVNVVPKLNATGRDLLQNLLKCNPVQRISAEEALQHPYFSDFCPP
Target sequence (Q15078 whole entry, looked up): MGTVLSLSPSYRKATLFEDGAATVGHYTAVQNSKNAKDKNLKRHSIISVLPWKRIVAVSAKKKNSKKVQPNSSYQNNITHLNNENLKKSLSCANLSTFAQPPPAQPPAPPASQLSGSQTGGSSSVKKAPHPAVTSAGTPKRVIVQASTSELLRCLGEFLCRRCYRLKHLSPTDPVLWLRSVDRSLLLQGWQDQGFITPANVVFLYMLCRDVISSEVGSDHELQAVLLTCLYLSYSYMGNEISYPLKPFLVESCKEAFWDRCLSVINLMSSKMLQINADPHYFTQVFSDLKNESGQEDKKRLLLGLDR
Wnt bcat act: activates Wnt/beta-catenin signaling in a reporter cell assay; activator, plate reader; AID 743398; 1.2% of 300,000 active; activation, % at 9.35 µM; in the data active = activation above about 30%, passing the limit was not always enough;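 also: 0% = neutral control wells and 100% = positive control wells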
RTF Ca sens act: cardiac RTF calcium sensitization; P19429+P45379; IANBD-labeled TnC RTF fluorescence at EC20 calcium; 0% EC20 calcium, 100% full calcium; activation, % at 7.2 µM; 0.24% of 340,000 active; AID 493008;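 active = activation above the mean over all tested compounds plus 3 SD, cut at about 30% in these data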;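 also: rise in fluorescence read as greater calcium sensitivity of cardiac thin filaments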
Rtt109 Vps75: C. albicans Rtt109 histone acetyltransferase inhibition | inhibition, % at 34.9 µM | 0.16% of 330,000 active | Q5AAJ8 | AID 540336 | purified Rtt109/Vps75, ThioGlo CoA-SH fluorescence, 4 h;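 active = inhibition of at least 50% in every replicate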
SR-BI DiI inh: mouse SR-BI HDL lipid transfer inhibition; 0.96% of 320,000 active; Q61009; AID 488896; inhibition, % at 12.5 µM; ldlA[mSR-BI] CHO cells, DiI-HDL uptake fluorescence, 3 h;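 active = mean replicate inhibition of at least 70% and a set share of replicates each scoring 70 or more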;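 also: 0% = median of neutral control wells and 100% = median of positive control wells; values of inactives mirror those of a sister screen read the other way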
HTR5A ag ctr: activates human HTR5A in OPRM1-OPRD1 agonist counter-screen; 0.61% of 340,000 active; HTR5A agonist assay, luminescence, cell-based; P47898; activation, % at 9.3 µM; in the data active = activation mostly above about 9.5%, no sharp cut-off; inactive = mostly below about 7.6%;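 also: 0% = cells with vehicle only and 100% = reference agonist; strong numbers were not always called active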
Target sequence (P47898 whole entry, looked up): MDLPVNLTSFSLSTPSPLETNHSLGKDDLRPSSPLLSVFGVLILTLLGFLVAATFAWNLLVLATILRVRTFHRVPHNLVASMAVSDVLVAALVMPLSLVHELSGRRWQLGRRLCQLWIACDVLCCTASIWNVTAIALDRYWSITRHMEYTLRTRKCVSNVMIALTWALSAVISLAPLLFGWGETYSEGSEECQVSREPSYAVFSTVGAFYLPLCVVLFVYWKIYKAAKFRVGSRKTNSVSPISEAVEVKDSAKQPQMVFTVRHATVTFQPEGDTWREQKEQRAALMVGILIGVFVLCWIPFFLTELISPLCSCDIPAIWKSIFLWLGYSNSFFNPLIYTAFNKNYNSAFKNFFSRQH
SR-BI DiI-HDL act: enhances SR-BI lipid uptake from DiI-HDL; CHO ldlA[mSR-BI] cells, DiI-HDL uptake fluorescence, 3 h; 100 = double the neutral-control signal; activation, % at 12.5 µM; 0.096% of 320,000 active;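 active = mean replicate activation of at least 60% and every replicate at or above 60%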;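 also: 0% = median plate neutral-control signal and 100% = twice that signal; values of inactives mirror those of a sister screen read the other way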
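Material: SR-BI-overexpressing, LDLR-lacking CHO cells; schedule: compound exposure 3 h, 37 °C; reagent: DiI-labelled HDL at 10 µg/mL final; technique: bottom-read fluorescence, 550/595 nm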
MITF act: increases MITF-driven TRPM1 promoter luciferase signal; activation, % at 12.5 µM; SK-MEL-5 TRPM1-promoter luciferase, 24 h; % of positive control, neutral wells = 0; 0.75% of 300,000 active;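 active = mean activation of at least 80% with every replicate also reaching 80%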;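 also: 0% = neutral control wells and 100% = parthenolide positive control wells; values of inactives mirror those of a sister screen read the other way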
dFosB activator: mouse delta FosB homodimer activation. P13346. purified delta FosB, TAMRA-CDK5 oligo fluorescence polarization; percent of positive-control signal above neutral wells. activation, % at 25 µM. 0.99% of 340,000 active;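 active = mean activation above about 17%, with every replicate also reaching it, limit read from the data, passing the limit was not always enough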;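 also: fluorescence polarization rise as delta FosB binds a TAMRA Cdk5 AP-1 oligo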
Active calls of the source: *; / = not tested or not shown.

structure,HTR5A ag ctr,SR-BI DiI inh,CDK5 inh,Wnt bcat act,RTF Ca sens act,dFosB activator,SR-BI DiI-HDL act,PvdQ inh,MITF act,Rtt109 Vps75
COCCNC(=O)CCN1N=C(c2ccccc2)CCC1=O,-3.2,-2.5,0.0,1.1,-1.8,3.0,2.5,4.1,-0.3,-3.3
Cc1ccc(/C=C/C(=O)Nc2ccc(S(=O)(=O)Nc3cc(C)nc(C)n3)cc2)cc1,0.2,/,-2.1,-1.9,-3.7,-7.9,/,-4.8,8.8,0.8
COc1cccc(C(=O)Oc2cc(-c3ccccc3)no2)c1,0.8,-10.2,-0.8,/,2.1,-6.5,10.2,-10.4,-1.4,0.5
CCOC(=O)N1CCN(C(=O)c2ccc3c(=O)n(CCC4=CCCCC4)c(=O)[nH]c3c2)CC1,-0.3,15.3,1.0,5.7,0.7,8.7,-15.3,-0.5,/,7.3
CCC(C(=O)N1CCC(C(N)=O)CC1)n1nc(C)n2c(cc3occc32)c1=O (stereo not given),-3.7,-14.6,1.0,-0.3,0.6,-0.6,14.6,-13.3,2.4,-36.9
CCOc1cc(/C=C/C(=O)c2ccc(OC)c(CN3CCOCC3)c2)cc(Br)c1O,3.0,54.4,0.2,2.4,6.7,-9.8,-54.4,0.2,-0.2,23.2
O=C1/C(=C\c2ccc(O)cc2)CCC1CNc1ccc(Cl)cc1 (stereo not given),1.2,18.3,1.5,17.7,3.7,-8.3,-18.3,-4.4,0.7,5.9
CCOc1cc(NS(=O)(=O)c2ccc(NC(C)=O)cc2)c(OCC)cc1NC(=O)c1cccs1,-0.3,34.1,-1.7,0.6,13.5,-4.8,-34.1,-0.7,-9.6,-24.4
CCc1ccc(/C(C)=N/NS(=O)(=O)c2ccc(OC)cc2)s1,0.8,-22.3,-0.8,2.1,-2.7,-10.5,22.3,1.4,-3.7,10.6
CCCCN(C(=O)/C=C/c1ccccc1)C1CCS(=O)(=O)C1 (stereo not given),-4.5,11.9,-0.9,-0.2,7.4,-1.2,-11.9,-15.7,1.4,-3.8
Cc1nc(-c2ccc(NC(=O)CC(C)C)cc2)cs1,-1.7,-6.7,0.1,37.2*,-0.7,-2.0,6.7,-1.2,92.1*,3.8
CCOC(=O)c1cnc(SCC(=O)c2ccc3c(c2)OCCO3)nc1N,0.9,-27.8,-2.1,-0.5,-2.7,-9.9,27.7,-14.4,11.0,16.7
Cc1ccc(NC(=O)CN2CCN(C(=O)c3ccco3)CC2)cc1S(=O)(=O)N(C)C,2.5,18.7,-0.7,-0.7,-3.6,0.4,-18.7,-19.1,1.5,0.8
CN1CC(C(=O)O)Cc2c1ccc1ccccc21 (stereo not given),4.2,-22.2,0.5,-3.4,9.9,-0.3,22.2,5.5,-23.7,-5.5
O=C(CSc1nnc(-c2ccc(O)cc2)n1-c1ccccc1)CC(=O)Nc1ccccc1,-2.7,10.0,0.3,/,1.4,-9.9,-10.1,-3.3,5.8,-2.6
Cc1cc2c(cc1C)CN(c1ccccc1)C2,-3.2,6.7,1.9,48.7*,-1.1,-3.6,-6.7,2.2,95.6*,-0.1
Cc1ccc(NC(=O)c2cc3c(CO)cnc(C)c3oc2=Nc2cccc(C(N)=O)c2)cc1,-3.2,-8.5,-0.3,-2.7,1.5,-3.9,8.5,-7.5,-1.3,-2.7
CCOC(=O)c1ccc(-n2c(CN3CCC(O)CC3)nc3ccc([N+](=O)[O-])cc3c2=O)cc1,2.9,/,-6.6,3.3,2.6,-3.9,/,-10.2,-4.4,-1.8
Cc1ccc(S(=O)(=O)N(C)CC(=O)NC2CC(C)(C)NC(C)(C)C2)cc1,7.2,3.2,0.8,-0.8,-5.8,-5.1,-3.2,0.9,-0.1,-1.2
CCC1Oc2ccccc2N(CC(=O)N2CCOCC2)C1=O (stereo not given),2.7,-0.2,-4.0,-2.4,-3.5,5.1,0.2,-14.7,10.4,-10.7
CCc1ccc(NC(=O)C2CCN(S(=O)(=O)c3c(C)[nH]c(=O)[nH]c3=O)CC2)cc1,1.5,-2.3,-0.2,-2.3,1.0,1.7,2.3,3.3,-3.8,7.6
CCOc1ccc(C(=O)OCc2nnc(-c3cccs3)o2)cc1OC,-1.9,-2.0,-0.2,-4.5,0.6,-16.1,2.0,17.6,3.7,-0.6
COCCOC(=O)C1=C(C)NC2=C(C(=O)CC(C)(C)C2)C1c1cccnc1 (stereo not given),-2.3,-15.0,0.8,1.4,6.0,-4.0,15.0,1.8,-9.3,-12.0
O=C(C1CCCN(S(=O)(=O)c2cc(Cl)ccc2Cl)C1)N1CCOCC1 (stereo not given),1.0,23.9,-0.1,-1.7,-2.4,-1.9,-23.9,-16.4,-4.5,-1.3
NC(=O)C1(NC2CCCCC2)CCN(Cc2ccccc2)CC1,-0.4,-7.2,-0.4,-3.4,-0.4,1.1,7.2,-5.0,5.9,-1.0
CNC(=O)NC(=O)C(OC(=O)CCNS(=O)(=O)c1ccccc1)c1ccccc1 (stereo not given),0.6,-15.6,-1.5,-1.4,-3.8,-13.2,15.6,-7.2,-13.0,-3.1
CCOC(=O)N1CCN(C(=O)C2CCN(S(=O)(=O)c3ccc(OCC)cc3)CC2)CC1,-2.1,9.9,1.6,0.1,-0.4,4.0,-9.9,-0.6,4.8,-6.7
CCOC(=O)C1(Cc2ccccc2)CCN(Cc2cnn(-c3ccccc3)c2)CC1,0.5,-19.6,-2.1,-1.7,4.9,-3.0,19.6,-12.2,7.0,3.5
O=C(NCC1CCCO1)c1cccc(NS(=O)(=O)c2ccccc2)c1 (stereo not given),-2.1,-3.0,-0.7,-0.4,2.3,-13.2,3.0,-8.0,-0.6,-2.2
CC1CCCCN1CCCNC(=O)C1CCCN(c2ncnc3c2nc2n3CCCCC2)C1 (stereo not given),0.7,-7.6,0.3,0.4,0.3,-3.5,7.6,-4.4,7.8,-3.6
CCCCN=C1NN=C(c2ccc3c(c2)OCCO3)CS1,/,-6.8,0.4,3.8,/,-7.1,6.8,-17.1,-14.3,5.5
O=C(CSc1ccccn1)Nc1nncs1,1.9,-46.2,-0.9,/,3.9,-3.7,46.2,-7.2,/,6.7
CCN(C(=O)COC(=O)c1ccc2c(c1)OCO2)c1ccc(F)cc1,-2.1,-12.7,-0.3,-0.5,-4.8,-2.5,12.7,-9.5,3.7,-1.3
CCC(=O)c1ccc(OCc2ccc(C(=O)OC)cc2)cc1,1.4,9.1,-2.6,-2.9,3.9,-12.0,-8.9,-13.8,-3.8,1.9
COc1ccccc1NC(=O)c1ccc2c(=O)n3c(nc2c1)CCC3,-1.0,21.7,0.1,0.3,2.0,-5.6,-21.7,1.2,18.0,0.3
CCOC(=O)c1sc(NC(=O)c2cccnc2)c(C#N)c1C,-6.2,-8.4,0.5,/,0.9,-0.2,8.4,13.4,-6.6,15.4

Exported with each value named: entries from further up.
COc1cccc(C(=O)Oc2cc(-c3ccccc3)no2)c1
- HTR5A ag ctr = 0.8
- SR-BI DiI inh = -10.2
- CDK5 inh = -0.8
- Wnt bcat act = /
- RTF Ca sens act = 2.1
- dFosB activator = -6.5
- SR-BI DiI-HDL act = 10.2
- PvdQ inh = -10.4
- MITF act = -1.4
- Rtt109 Vps75 = 0.5

CCOC(=O)N1CCN(C(=O)c2ccc3c(=O)n(CCC4=CCCCC4)c(=O)[nH]c3c2)CC1
- HTR5A ag ctr = -0.3
- SR-BI DiI inh = 15.3
- CDK5 inh = 1.0
- Wnt bcat act = 5.7
- RTF Ca sens act = 0.7
- dFosB activator = 8.7
- SR-BI DiI-HDL act = -15.3
- PvdQ inh = -0.5
- MITF act = /
- Rtt109 Vps75 = 7.3

(next part)
structure,HTR5A ag ctr,SR-BI DiI inh,CDK5 inh,Wnt bcat act,RTF Ca sens act,dFosB activator,SR-BI DiI-HDL act,PvdQ inh,MITF act,Rtt109 Vps75
CSc1ccc(NC(=O)/C=C/C(=O)O)cc1,8.1,-3.4,0.8,-0.1,-8.7,5.4,3.4,19.8,2.6,63.6*
OC1(c2ccccc2F)CCN(Cc2nnnn2CCc2ccccc2)CC1,1.8,-16.6,1.5,/,4.2,-8.2,16.6,-6.1,-3.3,/
COC(=O)C(Cc1c[nH]c2ccccc12)NC(C)=O (stereo not given),-1.7,8.2,0.1,/,-4.5,-5.6,-8.2,0.8,-2.1,3.9
O=C(CCN1C(=O)c2ccc([N+](=O)[O-])cc2C1=O)Nc1ccccc1C(=O)O,3.1,/,-0.6,2.7,-4.7,-5.9,/,-12.2,-11.6,-1.4
COc1ccc(C(=O)Nc2ccc(N3CCN(C(=O)c4cccs4)CC3)cc2)cc1Br,4.5,72.2*,-0.2,-3.6,-0.3,0.2,-72.2,-2.0,-7.3,-5.7
O=C(CNC(=O)c1ccc(S(=O)(=O)N2CCCC2)cc1)N/N=C/c1ccc(F)cc1,-0.4,64.5,0.2,-4.0,1.9,-2.8,-64.5,-15.0,-3.8,-2.9
CCOC(=O)/C=C1\SCC(=O)N1CC(=O)NC12CC3CC(CC(C3)C1)C2,1.1,-6.0,-1.9,/,-2.3,-9.1,6.0,-6.1,/,5.3
O=C(Nc1ccc(Cl)c(Cl)c1)OCc1cncs1,0.0,3.7,-0.6,/,-4.9,0.5,-3.7,1.0,10.5,4.0
Cc1cc([N+](=O)[O-])ccc1-c1ccc(/C=N/NC(=O)Cc2ccccc2)o1,-1.0,22.0,1.3,/,-3.1,-0.3,-22.0,-1.4,16.1,-2.6
COc1ccc(OC)c(C2N(c3cc(C)on3)C(=O)C3CCCN32)c1 (stereo not given),0.1,-4.9,1.3,4.2,-3.6,3.0,4.9,9.4,-9.6,-9.4
COC(=O)CC1(c2ccccc2)C(=O)c2ccccc2C1=O,0.2,-43.3,0.5,-0.8,-3.6,-0.1,43.3,-1.5,4.8,6.8
CCOc1ccc(S(=O)(=O)NCCC(=O)N(C)Cc2ccc(C)o2)cc1,-10.1,8.5,0.9,-1.8,-6.8,-6.0,-8.5,-10.1,-11.7,5.2

Two compounds from above, showing only PvdQ inh and Wnt bcat act:
Compound	PvdQ inh	Wnt bcat act
O=C(CNC(=O)c1ccc(S(=O)(=O)N2CCCC2)cc1)N/N=C/c1ccc(F)cc1	-15.0	-4.0
COC(=O)C(Cc1c[nH]c2ccccc12)NC(C)=O (stereo not given)	0.8	/

(further entries)
structure,HTR5A ag ctr,SR-BI DiI inh,CDK5 inh,Wnt bcat act,RTF Ca sens act,dFosB activator,SR-BI DiI-HDL act,PvdQ inh,MITF act,Rtt109 Vps75
COc1ccc(CNC(=O)Cn2nc([N+](=O)[O-])c(Br)c2C)cc1OC,3.4,-5.3,0.6,-0.9,-0.6,-3.9,5.3,-12.4,3.3,0.6
COc1ccc(OC)c(C(c2nnnn2CCC(C)C)N2CCN(C(=O)c3ccco3)CC2)c1 (stereo not given),-1.4,-3.2,0.9,-9.7,-2.4,-6.4,3.2,-1.7,6.8,2.7
CC(C)COC(=O)CCn1[nH]c(=O)c2ccccc2c1=O,1.5,-22.6,-4.5,/,1.9,-0.9,22.6,-14.5,-4.2,3.6
O=C(C1CCN(Cc2ccc(Cl)cc2)CC1)N1CCN(Cc2ccc3c(c2)OCO3)CC1,1.2,-2.9,1.1,-1.9,-1.1,-6.3,2.9,-9.3,-11.8,6.0
COc1cc(CNC(C)(C)CO)cc(Br)c1OCc1ccccc1,1.6,-12.9,-2.4,1.1,-0.7,-7.7,12.9,-2.4,23.4,4.1
